Tb MetRS inh – blocks T. brucei methionyl-tRNA synthetase activity; purified T. brucei MetRS, ATP depletion, Kinase-Glo luminescence; inhibition, % at 11.9 µM; 0.4% of 360,000 active;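 active means inhibition above a per-plate cutoff of the control wells' mean inhibition plus 3 SD, cut at about 5.5% in these data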;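 further: 0% = DMSO wells median and 100% = median of wells with control inhibitor compound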
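System: purified T. brucei MetRS enzyme / Detection: Kinase-Glo luciferase luminescence reporting remaining unconsumed ATP / Medium: HEPES buffer with MgCl2, KCl, DTT, spermine, BSA, pyrophosphatase / Replication: singlicate, one well per compound / Evaluation: percent inhibition relative to median high and low control wells / Schedule: 2 h aminoacylation at 25 °C after 15 min preincubation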
Rpn11 block – Rpn11 (human) deubiquitinase inhibition. human 26S proteasome, Ub4-pepOG fluorescence polarization; 20S core pre-blocked with epoxomicin. calls only at 20 µM. 0.59% of 360,000 active. AID 588493;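 active means inhibition at 20 µM, scaled to each plate's controls, above about 33%, limit read from the data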
Target sequence (O00487 whole entry, looked up): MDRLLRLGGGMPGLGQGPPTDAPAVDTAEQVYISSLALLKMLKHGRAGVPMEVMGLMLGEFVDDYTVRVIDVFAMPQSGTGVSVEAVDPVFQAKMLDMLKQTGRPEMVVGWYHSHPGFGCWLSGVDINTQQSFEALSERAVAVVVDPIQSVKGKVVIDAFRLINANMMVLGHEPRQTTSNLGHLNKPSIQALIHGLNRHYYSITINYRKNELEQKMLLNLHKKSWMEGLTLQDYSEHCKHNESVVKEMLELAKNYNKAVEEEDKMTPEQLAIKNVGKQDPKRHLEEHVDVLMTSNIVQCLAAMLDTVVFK
NadD inh – NadD (S. aureus) enzyme inhibition | purified NadD enzyme, colorimetric absorbance read-out | inhibition, % at 20 µM | 0.78% of 360,000 active; in the data active means inhibition above about 26%; further: some compounds past the cut are filed as inactive
DNMT1 inh – inhibitors of human DNMT1 | P26358 | DNMT1 molecular beacon, Hinp1I cleavage, fluorescence | inhibition (reported as % activation of signal), % at 10 µM | 0.83% of 360,000 active; in the data active means inhibition above about 50%
CSN inh – inhibitors of human CSN-mediated cullin deneddylation; inhibition, % at 12.5 µM; Q92905; 0.38% of 360,000 active; Purified CSN, SCF-Nedd8-OG deneddylation, fluorescence polarization;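 active means pattern-corrected inhibition above about 35%, with an unprinted fluorescence ratio check between 0.5 and 1.5, limit read from the data, passing the limit was not always enough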;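 further: 0% = enzyme with substrate and 100% = substrate without enzyme; some results filed as inactive read as strong as hits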
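Assay system: HEK293T-derived human Csn5 enzyme; quantity: 0.24 nM enzyme; medium: Tris/NaCl/DTT buffer, pH 7.5; also added: substrate SCFSkp2-Nedd8OG, 10 nM; doses: 12.5 µM compound; schedule: 90 min reaction at room temperature; signal: FP; read-out: % inhibition of substrate cleavage by Csn5; benchmarks: substrate-only high control, full reaction low control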
MsrA inhibitor – bovine MsrA inhibition; purified bovine MsrA, absorbance read-out; inhibition, % at 15.5 µM; 0.75% of 360,000 active; AID 651718; in the data active means inhibition above about 4.5%;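 further: 0% = vehicle wells with enzyme and 100% = reference inhibitor wells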
STEP inh – STEP (human) phosphatase inhibition; P54829; recombinant STEP, OMFP fluorogenic substrate, fluorescence; inhibition, % at 20 µM; 0.25% of 360,000 active; AID 588621;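 active means inhibition at 20 µM, scaled per plate between control wells, above about 37%, limit read from the data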;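 further: 0% = DMSO with enzyme and substrate and 100% = substrate only without enzyme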
Target sequence (P54829 whole entry, looked up): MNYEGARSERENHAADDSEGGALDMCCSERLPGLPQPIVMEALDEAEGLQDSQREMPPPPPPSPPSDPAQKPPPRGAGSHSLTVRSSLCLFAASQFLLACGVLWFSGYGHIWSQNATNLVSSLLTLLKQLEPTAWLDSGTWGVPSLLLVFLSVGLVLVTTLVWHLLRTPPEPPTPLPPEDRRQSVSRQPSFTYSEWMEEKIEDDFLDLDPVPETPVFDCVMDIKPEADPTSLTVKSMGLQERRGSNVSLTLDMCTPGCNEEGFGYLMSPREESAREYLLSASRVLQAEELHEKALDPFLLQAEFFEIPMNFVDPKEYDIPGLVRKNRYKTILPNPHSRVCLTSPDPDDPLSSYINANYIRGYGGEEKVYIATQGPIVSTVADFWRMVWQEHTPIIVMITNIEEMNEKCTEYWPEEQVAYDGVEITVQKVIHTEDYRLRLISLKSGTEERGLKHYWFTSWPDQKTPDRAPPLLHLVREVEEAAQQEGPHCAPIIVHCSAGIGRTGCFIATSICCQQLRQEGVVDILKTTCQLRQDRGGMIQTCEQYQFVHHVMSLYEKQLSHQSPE
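Also added – OMFP at 25 µM · Test system – STEP tyrosine phosphatase · Technique – FITC-channel fluorescence of OMFP product · Schedule – 20 min at room temperature, dark · Evaluation – control-normalized % inhibition with plate pattern correction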
Scp1 inh – blocks human Scp-1 phosphatase activity. Q9GZU7. Recombinant Scp1, phosphopeptide, malachite green phosphate absorbance. inhibition, % at 20 µM. 0.88% of 340,000 active;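 active means inhibition above about 50% at 20 µM, limit read from the data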;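 further: plate controls were DMSO wells with enzyme for no effect and wells lacking enzyme for full effect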
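Test system – truncated SCP-1 phosphatase (76-261aa) · Reagent – Phosphorylated 17-residue peptide substrate · Incubation – 45 min room-temperature reaction, 5 min colour, 30 min stabiliser · Detection – colorimetric phosphate reagent with accelerator and stabiliser, absorbance at 630 nm · Measure – % inhibition at 20 µM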
LMPTP inh – blocks human LMPTP phosphatase | P24666 | recombinant LMPTP-A, OMFP fluorogenic substrate, fluorescence intensity | inhibition, % at 20 µM | 0.22% of 360,000 active | AID 651560;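 active means compounds that cut the enzyme signal by at least half of the control window in the single-dose screen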;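 further: plate controls were DMSO wells with enzyme plus substrate for no effect and substrate without enzyme for full effect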
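test system = LMPTP-A | amount = 0.625 nM LMPTP-A final | reagent = fluorogenic phosphatase substrate OMFP at 400 µM final | incubation = 50 min at room temperature | benchmarks = no-enzyme low control, uninhibited high control | medium = Bis-Tris pH 6.0, DTT, detergent | signal = fluorescence intensity of OMFP turnover product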
SUMO1-SIM PPI – alters human SUMO1 binding to SIM partners. inhibition, % at 20 µM. AID 602429. P63165. 0.33% of 360,000 active. SUMO1 binding to a labelled peptide, TR-FRET, 1 h; in the data active means inhibition above about 37%
Target sequence (P63165 whole entry, looked up): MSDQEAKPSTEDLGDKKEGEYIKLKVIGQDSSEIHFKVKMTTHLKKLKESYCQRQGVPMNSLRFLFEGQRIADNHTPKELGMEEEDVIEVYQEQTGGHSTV
Active calls of the source: *; i = inactive; · = no result given.

SMILES	Tb MetRS inh	Rpn11 block	NadD inh	DNMT1 inh	CSN inh	MsrA inhibitor	STEP inh	Scp1 inh	LMPTP inh	SUMO1-SIM PPI
Cc1ccc2c(c1)N(CC(=O)c1cccc(Cl)c1)C(=O)C(C)O2 (stereo not drawn)	-0.7	i	-8.8	-3.7	6.9	-1.2	1.9	-1.1	1.5	-0.7
O=C1N[C@@H](c2ccccc2)COC(=O)[C@@H](Cc2ccc(F)cc2)CC/C=C/C[C@H]1CC(=O)N(CCO)Cc1ccccc1	0.1	i	1.3	-15.1	2.6	1.6	3.4	4.1	2.8	2.3
CCOc1ccc(N/C=C/C(=O)c2ccc(OC)cc2)c([N+](=O)[O-])c1	-0.7	i	3.2	-1.3	9.4	-1.0	4.5	-6.6	3.0	-30.3
O=C(CCc1ccccc1)N1CCN(C(=O)CCc2ccccc2)CC1	-0.1	i	-3.7	-3.2	-0.1	1.1	-2.2	-6.7	1.4	2.5
CC1CC(C)CN(CC(O)COC2CC(C)CC(C)(C)C2)C1 (stereo not drawn)	-0.5	i	-2.0	1.1	100.5	1.1	1.5	-7.8	-1.5	7.2
COc1ccc(-n2nc3c(c2NC(=O)CC(C)C)CS(=O)C3)cc1 (stereo not drawn)	-0.3	i	-0.9	1.7	0.0	-0.8	-2.2	-3.1	-1.8	3.0
O=C(c1ccco1)N1CCN(Cc2nnnn2CC2CCCO2)CC1 (stereo not drawn)	0.1	i	1.5	1.5	-1.2	0.6	-1.3	-4.7	-2.6	3.7
COc1cccc(CNC(=O)C2CCN(S(=O)(=O)c3cccc4nonc34)CC2)c1	-1.3	i	-2.5	1.1	1.7	1.2	1.9	16.9	-0.3	-28.7
CCCNc1[nH]c(=O)n(C)c(=O)c1N=O	-1.1	i	3.9	0.6	-4.5	1.1	-0.4	-4.8	-0.1	-12.4
CC(OC(=O)c1ccc2ccccc2n1)C(=O)c1ccccc1 (stereo not drawn)	0.4	i	-3.8	-1.6	2.2	0.4	-1.0	-8.4	-0.2	-16.5
CCC1(C)Cc2ccccc2-c2nc(NCCO)[nH]c(=O)c21 (stereo not drawn)	-1.3	i	-4.0	0.7	6.8	0.4	2.0	-2.2	-0.7	-2.5
Cc1ccc(Nc2cc(C)nc(N3CCOCC3)n2)c(C)c1	-0.3	i	-1.5	-0.1	-0.7	-1.0	-1.1	2.4	2.9	4.0
Cn1c(=O)n(CC(=O)N2CCOCC2)c2ccccc21	-0.2	i	-6.7	3.8	7.0	-0.9	-6.3	-1.9	-1.4	-1.1
CC(=O)NC(c1ccc(C(C)C)cc1)c1ccc2cccnc2c1O (stereo not drawn)	-0.1	i	2.2	-2.5	2.1	0.5	3.7	-7.0	2.9	-1.7
CCc1c(C)sc(NC(=O)c2cc(-c3ccco3)on2)c1C#N	-0.7	i	0.0	0.7	21.0	1.3	0.8	-3.4	-2.3	-5.4
Cc1cccc(NC(=S)N2CCCC2)c1	-0.4	i	-2.6	1.0	0.4	-0.3	-0.2	-2.2	-0.4	0.5
N/C(=N\c1nc2c(c(=O)[nH]1)CCC2)Nc1ccccc1C(F)(F)F	-1.4	i	-0.9	3.9	5.3	0.8	-1.9	6.0	-0.6	29.8
Nc1nc(SCC(=O)NC2CCCCC2)[nH]c(=O)c1-c1ccccc1	0.1	i	1.6	0.0	-2.8	1.4	0.3	-3.8	0.2	0.3
COc1ccc(NC(=O)Cn2c(=O)n(CCC(=O)NCC3CCCO3)c(=O)c3cc(OC)c(OC)cc32)cc1 (stereo not drawn)	-0.6	i	-8.3	1.3	3.1	1.3	-1.6	-5.5	-0.8	-0.4
CCOC(=O)N1CCN(CCC(=O)Nc2cc(C)ccc2C)CC1	-0.5	i	5.5	0.3	3.3	0.9	-0.7	-1.2	-2.7	-2.2
CCOC(=O)C1CCN(C(=O)Cn2c(=O)oc3cc(S(=O)(=O)N4CCCC4)ccc32)CC1	-0.6	i	0.3	1.3	1.1	0.0	-3.6	-9.8	0.7	2.0
COc1ccc(Nc2oc(-c3cccs3)nc2C#N)cc1	-0.3	i	-12.0	-3.7	0.5	1.0	-2.4	-7.1	0.6	-15.1
Cc1sc(N/N=C/c2cc([N+](=O)[O-])ccc2O)nc1-c1ccccc1	-0.4	i	21.2	22.7	-3.1	1.0	2.7	-0.9	0.0	-2.2
O=C(OCc1ccccc1)c1ccccc1	-0.3	i	2.9	1.1	1.9	0.4	1.7	1.4	-0.2	1.0
O=C(NC(Cc1ccccc1)C(=O)O)c1ccco1 (stereo not drawn)	1.8	i	-1.7	-5.2	1.4	0.3	-2.6	2.9	-0.4	-1.3
(more compounds)
SMILES	Tb MetRS inh	Rpn11 block	NadD inh	DNMT1 inh	CSN inh	MsrA inhibitor	STEP inh	Scp1 inh	LMPTP inh	SUMO1-SIM PPI
CCC(C(=O)NCCCN1CCN(C)CC1)n1nc(C)c2sc3ccccc3c2c1=O (stereo not drawn)	-0.2	i	-4.4	0.5	-0.6	1.2	-1.9	-6.2	-5.2	-10.5
CCOC(=O)CN(C(=O)COc1nc(-c2ccccc2)cc(C)c1C#N)c1ccccc1	-0.3	i	-0.5	-1.5	1.7	-0.2	3.6	-18.4	5.7	9.2
Cc1cc(N2CCN(S(=O)(=O)c3ccccc3)CC2)nc2c(C)cccc12	-0.1	i	9.7	1.6	-3.5	2.8	2.2	0.4	2.6	2.4
Cc1cc(C)cc(C(=O)NC(CC(N)=O)c2ccc(NCC3CC3)c([N+](=O)[O-])c2)c1 (stereo not drawn)	-0.1	i	-2.2	-3.1	0.1	1.7	-2.0	-6.5	0.9	-23.2
Cc1ccc(-c2nnn(CC(=O)N(c3cccc(F)c3)C(C(=O)NC3CCCC3)c3ccco3)n2)o1 (stereo not drawn)	0.2	i	-4.5	36.9	5.2	0.7	-1.3	-4.4	1.2	0.4
CCOc1ccc(CCNC(=O)C2CCCN(c3nn4c(=O)cc(C)nc4s3)C2)cc1OCC (stereo not drawn)	0.3	i	-0.6	3.6	-0.8	0.0	-3.9	3.6	-1.3	1.1
CCC1CCCCN1c1nc(-c2cccc(OC)c2O)nc2ccccc12 (stereo not drawn)	-0.7	i	3.4	-6.0	0.9	1.1	0.7	12.1	5.3	2.7
CN1CCC(=NNC(=O)c2ccc(N(Cc3ccccc3Cl)S(C)(=O)=O)cc2)CC1	-1.0	i	-4.4	5.7	-15.2	0.9	-2.6	0.7	-2.9	4.2
COC(=O)Cn1c(=O)c2c(nc3n2CCCN3Cc2ccccc2)n(C)c1=O	0.7	i	-4.9	0.9	0.1	2.3	1.5	-3.0	-1.8	2.4
O=C(Cc1ccc([N+](=O)[O-])cc1)NCc1ccccn1	0.1	i	-0.2	0.5	-4.0	0.8	-0.1	-1.4	0.9	-12.6
Cc1cc(OCC(=O)Nc2ccc(S(=O)(=O)N3CCN(C)CC3)cc2)cc(C)c1Cl	-1.3	i	-4.9	0.4	0.0	0.8	3.6	12.3	-0.1	0.9
Cc1cccc[n+]1CC(=O)Nc1ccc([N+](=O)[O-])cc1	-0.6	i	-2.5	0.2	-0.1	0.7	-1.1	-1.2	-0.1	-26.6
COc1ccc(C2CC(c3ccccc3O)=NN2C(=O)c2ccccc2)cc1OC (stereo not drawn)	-1.0	i	-5.2	-6.5	-3.3	0.2	-2.4	-13.2	0.3	-5.5
O=C(N/N=C/c1ccccc1)c1cc(=O)[nH]c2ccccc12	-0.5	i	0.3	61.3*	-10.1	0.6	0.8	4.4	-1.2	-4.5
CCN1C(=O)[C@H]2[C@H]3CN=C(SCC4CC4)N3[C@@](CC)(C(=O)OC)[C@H]2C1=O	-0.7	i	11.3	0.2	-3.7	0.0	-1.5	12.3	-1.3	4.8
COc1ccc2cc(C(c3nnnn3Cc3ccc(F)cc3)N3CCCCCC3)c(=O)[nH]c2c1 (stereo not drawn)	0.8	i	4.8	-4.8	0.8	1.0	1.6	-7.8	-1.2	-21.0
Cc1cc(NC(=O)CSCC(=O)N(C)Cc2ccc(Cl)cc2Cl)no1	-0.2	i	0.8	2.2	-2.4	-0.4	-2.8	-3.9	-8.4	-47.5
O=C(COc1ccc(Cl)cc1)Nc1ccc(C(=O)O)cc1NC(=O)COc1ccc(Cl)cc1	0.0	i	6.5	-3.1	0.4	-1.6	-2.4	-6.1	0.9	4.6
CN1CCN(C(=O)C23CCC(C)(C(=O)C2Br)C3(C)C)CC1 (stereo not drawn)	0.6	i	4.5	-1.3	-1.8	-1.5	2.9	-3.5	-0.9	3.0
CCOc1ccc(N(C)Cc2cc(=O)oc3ccc(OC)cc23)cc1	-1.0	i	5.9	-4.4	-5.9	0.5	1.7	-2.8	2.0	8.7
C/C(=N\NC(=O)Cc1ccccc1)c1cccs1	-0.7	i	0.5	-2.0	-1.0	0.0	3.1	-2.6	1.0	-2.2
O=C(/C=C/c1ccccc1)N/C(=C/c1ccccc1)C(=O)NCCCO	-0.2	i	-2.9	3.3	-1.9	0.8	-0.5	-6.5	-0.6	-5.2
CCOCCCNC(=O)CCc1nnc2ccc(N3CCCCC3)nn12	-0.7	i	4.3	-0.1	-4.3	·	-2.4	-4.2	-1.6	-2.2
Cc1cccc(C)c1NC(=S)N(CCCN1CCN(C)CC1)Cc1cccs1	0.6	i	-5.9	0.8	-6.1	1.3	-2.2	-13.8	-3.2	0.4
C1CCN(CCCNC2C3CC4CC(C3)CC2C4)C1 (stereo not drawn)	-0.6	i	-3.3	4.5	-8.2	0.2	1.4	-1.4	-4.3	0.5
COc1cccc(-c2nc(CS(=O)CC(=O)NCCCOC(C)C)c(C)o2)c1 (stereo not drawn)	-0.2	i	-0.2	1.6	0.8	-0.3	0.5	-4.0	-0.6	-1.1
Cc1ccccc1C(=O)NC=C1C(=O)OC(C)(C)OC1=O	-0.1	i	-3.6	1.0	-0.1	-0.2	1.6	-4.7	-1.0	3.3
COc1ccc(OC)c(S(=O)(=O)N2CCN(CC(O)COc3ccccc3)CC2)c1 (stereo not drawn)	-0.3	i	-5.1	1.9	0.4	0.7	1.7	-4.8	-2.2	4.9
COc1ccc(CCNC(=O)CN2C(=O)NC(CCSC)C2=O)cc1 (stereo not drawn)	-0.3	i	0.0	2.5	-4.8	1.4	-0.6	-4.6	-0.5	1.8
CCCS(=O)(=O)N1CCCC(C(=O)NCCc2ccc(OC)c(OC)c2)C1 (stereo not drawn)	-0.1	i	-1.9	3.0	1.5	0.2	6.3	-2.2	-0.4	1.9
